# Screens (PubChem BioAssay)
# MITF inh = blocks human microphthalmia-associated transcription factor | O75030 | AlphaScreen MITF homodimerization, bead proximity signal | inhibition, % at 2.6 µM | 650,000 tested, 0.91% active; in the data active = inhibition above about 50%;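 note: 0% = vehicle wells with protein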
# Target sequence (O75030 whole entry, looked up): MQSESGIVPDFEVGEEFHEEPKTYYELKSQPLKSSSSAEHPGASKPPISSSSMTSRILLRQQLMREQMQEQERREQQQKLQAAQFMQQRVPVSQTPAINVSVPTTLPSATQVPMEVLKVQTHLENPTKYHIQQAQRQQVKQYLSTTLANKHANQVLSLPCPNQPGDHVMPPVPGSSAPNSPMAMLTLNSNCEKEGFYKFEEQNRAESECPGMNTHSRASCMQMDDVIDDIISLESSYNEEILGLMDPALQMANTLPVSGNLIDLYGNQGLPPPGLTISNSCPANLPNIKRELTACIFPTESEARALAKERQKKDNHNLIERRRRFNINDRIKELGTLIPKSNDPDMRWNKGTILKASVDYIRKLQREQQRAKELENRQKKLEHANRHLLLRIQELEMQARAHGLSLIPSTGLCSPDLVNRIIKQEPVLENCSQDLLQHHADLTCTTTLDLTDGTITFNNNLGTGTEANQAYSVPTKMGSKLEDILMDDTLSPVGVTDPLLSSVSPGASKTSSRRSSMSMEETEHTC
# FBW7 activator = activators of human E3 ligase FBW7. AID 1259310. normalized activity (activation), % at 26.1 µM. 650,000 tested, 0.13% active. AlphaScreen FBW7–phospho-cyclin E peptide binding, activator screen; in the data active = normalized activity above about 1.9%;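 note: purified mutant Fbw7 with reduced substrate affinity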
# GPR151 activ = activates the human receptor GPR151. activation, % at 11.2 µM. Q8TDV0. AID 1508602. 650,000 tested, 1% active. PathHunter beta-arrestin GPR151 cells, luminescence; in the data active = activation above about 4.9%;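 note: 0% = median of compound wells and 100% = cells with positive control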
# Target sequence (Q8TDV0 whole entry, looked up): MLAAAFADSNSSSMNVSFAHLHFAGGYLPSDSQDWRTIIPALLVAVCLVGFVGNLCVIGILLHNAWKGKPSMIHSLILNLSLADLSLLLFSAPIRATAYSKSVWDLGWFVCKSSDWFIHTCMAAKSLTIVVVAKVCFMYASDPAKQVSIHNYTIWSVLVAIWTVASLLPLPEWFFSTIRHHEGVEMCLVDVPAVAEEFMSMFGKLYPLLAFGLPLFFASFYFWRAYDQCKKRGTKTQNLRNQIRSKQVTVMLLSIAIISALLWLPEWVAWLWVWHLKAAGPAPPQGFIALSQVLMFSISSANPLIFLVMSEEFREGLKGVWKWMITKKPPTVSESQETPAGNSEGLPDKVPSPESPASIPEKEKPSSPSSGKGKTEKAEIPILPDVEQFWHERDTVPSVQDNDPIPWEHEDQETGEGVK
# TEAD-YAP block = TEAD-YAP interaction inhibition; HEK-TIYL cells, TEAD-Gal4/YAP UAS-luciferase luminescence; inhibition, % at 9.12 µM; 640,000 tested, 1.4% active; in the data active = inhibition above about 32%;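 note: 0% = median of test compound wells and 100% = reference inhibitor wells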
# Active calls of the source: *; x = not tested or not shown.
# Fields – MITF inh	FBW7 activator	GPR151 activ	TEAD-YAP block
C=CCn1c(=S)[nH]c2ccc(N3CCOCC3)cc2c1=O
→ -13	-0.2	0.0	-14
Cc1ccccc1CN1CCN(C(=O)c2cccc(Cl)c2)CC1
→ 63*	0.8	0.7	-6
O=C(C1CCC(N2C(=O)c3ccccc3C2=O)CC1)N1CCCCC1 (stereo unspecified)
→ 2	-0.1	1.4	4
O=C(NC(Cc1ccccc1)C(=O)NC(Cc1ccccc1)C(=O)O)c1ccccc1 (stereo unspecified)
→ 2	0.4	1.0	-3
CCCN(CCC)S(=O)(=O)c1ccc(C(=O)Nc2sc3c(c2C(=O)OC)CC(C)(C)NC3(C)C)cc1
→ -6	-0.1	0.7	-2
O=S(=O)(O)c1nc2ccc(Cl)cc2[nH]1
→ 5	0.2	0.6	-1
CC(C)(C)NC(=O)/C=C/c1ccccc1Cl
→ -15	0.1	0.1	-78
CCOc1cc(S(=O)(=O)N2CCN(Cc3ccccc3)CC2)ccc1Br
→ -1	0.1	-0.8	10
CN1CCN(C(=O)c2cc(Cl)ccc2NC(=O)c2ccc(Cl)cc2Cl)CC1
→ -17	0.0	-1.3	-6
CC(C)OC(=O)C1=C(N)SC(C(=O)c2ccccc2)C1c1ccccc1 (stereo unspecified)
→ -3	-0.1	0.9	3
COc1cccc2sc(=NC(=O)c3ccc(C)cc3)n(C)c12
→ 2	0.0	-0.7	-27
Nc1c(C(=O)NCC2CCCO2)nnn1-c1ccccc1 (stereo unspecified)
→ -3	-0.2	1.1	-48
CNC(=S)NCc1ccc(OC)cc1
→ 7	0.0	2.5	-4
Cc1ccc(/C=C(/NC(=O)c2ccccc2I)C(=O)O)o1
→ 14	0.1	1.8	-1
CC(=O)Nc1ccc(S(=O)(=O)Nc2nc(C)cc(-n3nc(C)cc3C)n2)cc1
→ 7	0.1	1.0	3
COc1ccccc1C1(CC(=O)N2CCCCC2)CCOC(C(C)C)C1 (stereo unspecified)
→ 13	0.1	-0.9	5
CC1CC(C)CN(S(=O)(=O)c2ccc(Sc3cccc(Cl)c3)c(C(=O)NCc3ccccc3Cl)c2)C1 (stereo unspecified)
→ 1	-0.1	-0.7	5
CC(C)(C)c1ccccc1NC(=O)c1cccs1
→ 15	0.0	-1.3	4
Cc1ccc(N2CC(C(N)=O)CC2=O)cc1 (stereo unspecified)
→ 10	0.0	-0.2	1
O=C(Nc1ccc2c(c1)OCO2)c1nn2c(C(F)(F)F)cc(-c3ccc(Br)o3)nc2c1Br
→ 15	0.2	0.3	-6
Cc1[nH]c(=S)[nH]c(=O)c1CCC(=O)O
→ -19	-0.1	0.0	-5
CCCN1CCN(CCNC(=O)Nc2cc(C)ccc2C)CC1
→ -1	0.1	0.1	4
COc1ccc2[nH]c(-c3ccccc3)nc(=S)c2c1
→ 1	-0.1	-1.6	-44
COc1ccc(NC(=O)C23CCC4CC(CC(C4)C2)C3)cc1
→ 9	0.2	0.6	8
CN(CCc1ccccn1)C(=O)c1ccc(Cn2c(=S)[nH]c3ccc(Br)cc3c2=O)cc1
→ 21	0.1	0.1	4
Cc1cccc(NC(=O)CCN2C(=O)C3C4C=CC(C4)C3C2=O)c1C (stereo unspecified)
→ 10	0.7	-0.3	6
CC1CC(NC(=O)CN2C(=O)c3ccccc3S2(=O)=O)CC(C)(C)C1 (stereo unspecified)
→ 10	0.1	0.0	5
CCN(CC)CCNc1ncnc2ccc(Br)cc12
→ 8	-0.1	0.5	-3
COc1cc(/C=N/NC(=O)c2ccc(O)c(O)c2)cc(Br)c1O
→ 5	0.1	-1.4	14
COc1ccc(C2C(C#N)=C(N)OC3=C2C(=O)CCC3)cc1OC (stereo unspecified)
→ 0	0.0	-0.8	3
Clc1ccc(/C=N/Nc2ccc3nncn3n2)cc1
→ -15	0.1	2.5	-27
Cc1c(C(=O)Nc2ccc(Oc3ccc4c(c3)C(=O)N(c3ccc5c(c3)OCO5)C4=O)cc2)sc2ncn(Cc3cccc(F)c3)c(=O)c12
→ 5	-0.1	3.9	-11
Cc1cccc(OCCN2C(=O)NC3(CC(C)CC(C)(C)C3)C2=O)c1 (stereo unspecified)
→ 17	0.3	-3.0	-4
C=CCOc1ccccc1[C@@H]1C[C@H]2CN(Cc3ccccc3OC)C(=O)[C@]23CCCN13
→ -5	-0.2	1.4	-5
CC(C)C(NC(=O)C1CCOC1)c1nnc2n1CCN(Cc1cccc(F)c1)CC2 (stereo unspecified)
→ -7	-0.1	1.0	-4
Cc1ccccc1-n1ncc2c(=O)n(CC(=O)N3CCCc4ccccc43)cnc21
→ 12	1.0	-1.6	12
CC1CCCCN1CCNC(=O)c1cccn2c(=O)c3c4c(sc3nc12)CCCC4 (stereo unspecified)
→ 11	0.6	0.6	0
CCc1ccccc1NC(=O)C1CC(=O)N(c2ccc(F)cc2)C1 (stereo unspecified)
→ -3	-0.2	-0.2	1
CCS(=O)(=O)c1nc(S(=O)(=O)c2ccc(C)cc2)c(NCc2ccco2)s1
→ 5	-0.2	3.2	-16
COc1cccc2c1OC1(C)C(C(=O)Nc3ccc(C)cc3C)C2NC(=S)N1c1ccc(F)cc1 (stereo unspecified)
→ 13	-0.1	-0.9	9
CN(CC(=O)Nc1ccc(F)c(F)c1F)C(=O)c1ccc(N2CCCC2=O)cc1
→ -8	0.0	-1.0	-17
CCOc1ccc(S(=O)(=O)N2CCSC2c2ccc(Cl)cc2)cc1 (stereo unspecified)
→ 3	0.2	1.7	0
CCCCOC(=O)c1cc(-c2ccc(C)cc2)nc2ccc(C)cc12
→ 0	-0.2	0.5	-10
O=C(NC(C(=O)Nc1cccc(Cl)c1)c1ccccc1)c1ccc2ccccc2n1 (stereo unspecified)
→ -1	0.0	0.9	-7
Cc1cc(C)c2c(N)c(S(=O)(=O)c3ccccc3)sc2n1
→ -11	0.1	-0.5	-12
Cc1nn(C)c(C)c1-c1nc(NC2CC2)c2ncn(C3CCCCC3)c2n1
→ 3	-0.1	-0.8	-25
Cc1c(C)[n+]([O-])c(-c2ccccc2Cl)n1O
→ -8	0.0	-1.2	-5
COc1ccc(CCNC(=O)c2cnc(Nc3cccc(N(C)C)c3)s2)cc1
→ 3	0.0	1.5	1
CCN1CCN(C(=O)Nc2cc(C)ccc2OC)CC1
→ 8	0.0	-0.4	-3
Cc1c(C(=O)Nc2cccc(F)c2)nnn1-c1ccccc1F
→ -1	-0.1	-2.3	43*

# (list continues)
# Fields – MITF inh	FBW7 activator	GPR151 activ	TEAD-YAP block
Cc1ccc(NC(=O)c2cc(S(=O)(=O)NCc3ccccc3)ccc2F)cc1
→ 1	-0.1	4.5	13
CCOc1cc(C(=O)Nc2ccc(S(=O)(=O)Nc3nccs3)cc2)cc(OCC)c1OCC
→ 5	0.1	0.3	5
Cc1ccc(C(=O)Nc2nc(-c3ccc(F)cc3F)cs2)cc1
→ 3	-0.1	0.6	-10
Cc1csc2c(C#N)c(=O)c3c(n12)CCC3
→ -4	0.1	-0.1	4
CN(CCO)c1ccc(CN2CCc3c(nc(N4CCOCC4)[nH]c3=O)C2)cc1
→ 2	-0.2	0.0	-4
CC(=O)Nc1ccc(NC(=O)c2csc(N3CCCC3CO)n2)cc1 (stereo unspecified)
→ 8	0.0	2.3	5
CC(=O)Nc1ccc(N2C(=O)/C(=C3/C(=O)N(C(C)=O)c4ccccc43)SC2=S)cc1
→ 3	0.0	1.2	-4
CC1=C(C)CC(C(=O)Nc2ccc(N3C(=O)c4ccccc4C3=O)cc2)C(C(=O)O)C1 (stereo unspecified)
→ 4	-0.2	-0.1	-3
Cc1nn(-c2ccccc2Br)c2c1C(=O)CC(C)(C)C2
→ 0	-0.2	-1.7	14
Cc1ccc(CNC(=O)c2cccc3c2SCCC3=O)cc1
→ -3	0.0	0.8	-1

# The list continues.
canonical_smiles,MITF inh,FBW7 activator,GPR151 activ,TEAD-YAP block
Cc1ccccc1CN1CCN(Cc2ccc(F)cc2)C(CCO)C1 (stereo unspecified),14,0.0,0.4,3
Cn1c(Nc2cc(C(=O)NCc3nc4ccccc4[nH]3)ccn2)nc2ccccc21,-8,0.1,0.1,2
CCc1cccc(CC)c1N(COC)C(=O)Cn1cnc2ccccc21,0,-0.1,-0.5,-2
CCCCC/C=C\C[C@@H](O)/C=C/c1cccc(C[C@@H](O)CCCCO)n1,9,x,0.0,x
COC(=O)C1=C(C)N(c2ccc(Cl)cc2)/C(=C\c2cccs2)C1=O,3,0.0,1.3,3
c1cc2c(cc1-c1noc(C3CCNCC3)n1)OCO2,0,-0.1,1.1,-4
Cc1ccc(S(=O)(=O)N2CCN(Cc3ccccc3F)CC2)cc1,48,-0.2,1.0,-7
CCOC(=O)C1CCCCN1Cc1cc(OC)c(O)c([N+](=O)[O-])c1 (stereo unspecified),8,-0.1,-1.5,-11
COc1ccc(-c2cc(C(=O)N3CCCC3)no2)cc1,11,0.2,-2.7,27
CNC(=O)C1=C(C)NC(=S)NC1c1cccs1 (stereo unspecified),-2,0.2,0.2,-16
O=[N+]([O-])c1cccc(C2=NC(C(F)(F)F)(C(F)(F)F)N=C(N3CCOCC3)O2)c1,13,-0.1,3.8,-2
Cc1ccc(-c2nnc(Oc3ccc(OCc4ccccc4)cc3)c3ccccc23)cc1,-7,0.1,-1.3,8
NC(=O)C1CCN(C(=O)CN(C2CCCCC2)S(=O)(=O)c2ccc(F)cc2)CC1,-3,-0.3,-0.4,1
COc1cc([N+](=O)[O-])ccc1NC(=S)Nc1cccc(C(=O)O)c1,-5,-0.2,-0.1,1
Cc1nc(=O)c(-c2ccccc2)c(C)n1-c1ccc(C(=O)O)c(O)c1,2,-0.2,1.3,0
CCC(C)Oc1ccc(C2CC(=O)NC3=C2C(=O)CCC3)cc1 (stereo unspecified),15,0.3,0.7,-2
COc1ccc(C)c2sc(NC(=O)NC(C)C)nc12,-3,0.0,-1.2,-24
O=C(COC(=O)/C=C\c1ccco1)Nc1nc2ccccc2s1,0,0.0,1.6,-6
CCCCCCCC1=NN2C(=N)/C(=C/c3ccc(OC)cc3)C(=O)N=C2S1,5,0.0,-1.3,7
CCOC(=O)Nc1ccc(S(=O)(=O)NCCc2ccccc2)cc1,6,0.1,2.1,3
Cc1ccc(/C=C(\C#N)c2ccccn2)s1,5,0.4,-7.0,-41
CCOc1ccc(C(=O)Nc2c3c(nn2CC(=O)NCc2ccccc2)CSC3)cc1,16,-0.1,1.7,12
CC(C)C1=NN(C(=O)COc2ccc(C#N)cc2)C(O)(C(F)(F)F)C1 (stereo unspecified),6,0.1,-0.5,3
CCC1CCc2c(sc(NC(=O)Cc3ccc(OC)cc3)c2C(N)=O)C1 (stereo unspecified),5,-0.4,-1.3,7
COc1ccccc1NC(=O)C1C2C=CC(C3CC23)C1C(=O)O (stereo unspecified),15,-0.1,12*,6
CCOc1ccc(-n2nc(C(=O)Nc3nc4ccccc4s3)c3ccccc3c2=O)cc1,6,0.1,4.6,5
COCCNC(=O)CCC(=O)NNc1nc2ccccc2c2nc(C)nn12,9,0.5,-0.7,9
CC(=O)NCCC(=O)N1CCN(S(=O)(=O)c2ccccc2F)CC1,-10,-0.2,0.9,-3
O=S(=O)(NCc1csc(-c2cccnc2)n1)c1cccs1,2,0.4,0.5,9
O=C1CCCC(O)=C1N=Nc1ccc(SC(F)F)cc1,4,-0.2,0.5,-6
CCc1ccccc1OCC(=O)Nc1ccc(N(C)C)cc1,6,-0.5,-0.9,-42
Cn1c(N)c(S(=O)(=O)N2CCCC2)c(=O)n(C)c1=O,6,0.2,1.3,3
COc1cccc(C2=N/C(=C\c3ccco3)C(=O)O2)c1,18,0.0,0.1,5
Cc1c(C)n2c(SCC(=O)NC(C)C)nnc2[nH]c1=O,6,0.1,3.8,-9
COc1ccc(/C=C(\C#N)C(=O)Nc2ccc([N+](=O)[O-])cc2C(F)(F)F)cc1,3,0.2,-0.1,10
